Screening results from PubChem BioAssay.
EBV gp42 block = EBV gp42 inhibition; Q1HVG2; Fluorescence polarization binding assay, mP read-out; inhibition, % (tested at 21.74 µM); actives 0.42% (n = 220,000); AID 1085; in the data active = inhibition above about 50%
CHOP inh = blocks CHOP induction under ER stress. CHO-K1 CHOP-promoter luciferase, tunicamycin-induced, 15-18 h. actives 3.8% (n = 220,000). inhibition, % at 10 µM;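 active = compounds that reduced the stress-induced luciferase reporter signal by more than about 70% of percent inhibition, limit read from the data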;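 note: 0% = tunicamycin plus vehicle and 100% = wells without tunicamycin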
MDM2 E3 inh = inhibitors of human Mdm2 E3 ubiquitin ligase; AID 1230; cell-based MDM2 ubiquitination luciferase reporter, 2 h; 0 = plate control, 100 = twice control, blank-subtracted; actives 0.11% (n = 210,000); signal enhancement, % at 5 µM;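 active = signal enhancement of 30% or more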;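 note: luminescence tracks abundance of the self-degrading MDM2-luciferase fusion protein; higher signal means inhibition of MDM2 E3 ligase activity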
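Test system: stable mammalian line carrying autodegrading MDM2–luciferase fusion reporter; quantity: 2000 cells in each well; times: 4 h cell settling then 2 h compound exposure, 37 °C; detection: luminescence with SteadyLite reagent, 15 min at room temperature; evaluation: percent signal gain over controls, blank-subtracted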
TRPML3 ag = agonists of human TRPML3 channel; Q8TDD5; HEK293 TRPML3-YFP, Fluo-8 calcium fluorescence; 100% = the carbachol control signal; activation, % at 3 µM; actives 0.29% (n = 220,000); AID 1448;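 active = activation above its plate's cutoff, the mean activation of the plate's test wells plus 3 SD, cut at about 12% in these data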;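 note: 0% = DMSO only wells and 100% = carbachol wells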
Target sequence (Q8TDD5 whole entry, looked up): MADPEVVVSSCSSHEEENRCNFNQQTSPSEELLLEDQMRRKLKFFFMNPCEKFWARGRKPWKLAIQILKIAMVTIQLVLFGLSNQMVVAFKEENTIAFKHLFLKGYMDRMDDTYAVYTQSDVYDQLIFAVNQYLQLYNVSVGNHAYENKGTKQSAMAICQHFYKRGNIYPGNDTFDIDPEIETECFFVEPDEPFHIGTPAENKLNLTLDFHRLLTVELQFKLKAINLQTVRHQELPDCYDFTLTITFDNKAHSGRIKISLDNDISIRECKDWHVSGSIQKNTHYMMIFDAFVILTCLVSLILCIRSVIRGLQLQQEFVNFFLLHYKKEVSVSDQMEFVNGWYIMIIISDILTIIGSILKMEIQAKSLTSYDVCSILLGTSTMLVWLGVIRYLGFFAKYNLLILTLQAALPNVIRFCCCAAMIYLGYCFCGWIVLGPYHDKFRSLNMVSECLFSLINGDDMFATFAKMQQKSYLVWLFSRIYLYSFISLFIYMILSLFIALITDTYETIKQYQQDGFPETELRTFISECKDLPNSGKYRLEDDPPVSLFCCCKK
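Test system: TRPML3-YFP stable HEK293 cells. Doses: single point at 3 µM. Incubation: dye loading 1 h 37 °C then 30 min ambient, 125 s read. Signal: Fluo-8 calcium dye fluorescence, ex 470-495, em 515-575 nm. Measure: percent activation from peak-to-basal fluorescence ratio, scaled between DMSO and carbachol.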
PPC-1+TRAIL kill = kills PPC-1 cancer cells in the presence of TRAIL; PPC-1 cells + TRAIL, ATPLite viability luminescence; cell killing (% activity), % at 4 µM; actives 0.41% (n = 220,000); AID 1443;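 active = cell killing above 50% in the first pass at 4 µM, then a duplicate retest at 5 µM averaging 50% or more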;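 note: plate controls were cells with TRAIL plus DMSO for no effect and medium-only wells lacking cells for full effect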
Runt-SMMHC FRET = inhibitors of human RUNX1 Runt domain binding to CBFb-SMMHC; inhibition, % at 20 µM; Q01196+Q13951; Cerulean-Runt/Venus-CBFb-SMMHC FRET ratio 530/480, 1 h; actives 0.74% (n = 220,000);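 active = mean inhibition across duplicate retests at 20 µM reaching about 50%, limit read from the data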;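 note: 0% = DMSO wells and 100% = wells with excess untagged CBFb-SMMHC; inhibitors lower the FRET ratio by blocking Runt binding to CBFb-SMMHC; some results filed as inactive read as strong as hits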
TNF necrop inh = inhibitors of TNF-alpha induced necroptosis in Jurkat FADD-/- cells; activation (protection from cell death), % at 10 µM; actives 0.068% (n = 220,000); Jurkat FADD-/- TNF necroptosis rescue, ATP luminescence, 24 h; 0 = TNF only, 100 = no-TNF cells; AID 463075;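 active = activation, meaning protection from cell death, of at least 50% relative to plate controls; inactive = activation below 50%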;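 note: necroptosis triggered by 40 ng/mL TNF-alpha added together with compound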
p47phox inh = p47phox (human) inhibition. inhibition, % at 24.7 µM. actives 0.53% (n = 220,000). p47phox/p22phox peptide binding, fluorescence polarization, 2 h. P14598;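 active = inhibition above about 30%, limit read from the data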;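 note: 0% = p47phox with labelled peptide and 100% = labelled peptide alone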
Target sequence (P14598 whole entry, looked up): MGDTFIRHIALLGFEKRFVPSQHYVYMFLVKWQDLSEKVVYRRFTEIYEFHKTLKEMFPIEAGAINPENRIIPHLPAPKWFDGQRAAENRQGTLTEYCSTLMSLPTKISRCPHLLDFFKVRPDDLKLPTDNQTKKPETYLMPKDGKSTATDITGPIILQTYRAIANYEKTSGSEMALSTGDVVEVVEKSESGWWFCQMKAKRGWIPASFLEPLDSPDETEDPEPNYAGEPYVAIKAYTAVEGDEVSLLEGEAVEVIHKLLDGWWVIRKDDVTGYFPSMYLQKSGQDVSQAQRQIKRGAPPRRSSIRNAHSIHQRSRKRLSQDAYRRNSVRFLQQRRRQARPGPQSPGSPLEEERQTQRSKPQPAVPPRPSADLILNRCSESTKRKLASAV
zfTRPN1 agonist = activates the zebrafish TRPN1 channel; HEK293 zebrafish TRPN1-YFP, Fluo-8 calcium fluorescence; 100% = response to 87 µM carbachol; activation, % at 3 µM; actives 0.18% (n = 220,000);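 active = activation above its plate's cutoff, the mean activation of test wells on that plate plus 3 SD, cut at about 19% in these data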;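 note: 0% = DMSO alone and 100% = 87 µM carbachol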
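Material – zebrafish TRPN1-YFP in HEK293 cells · Doses – 3 µM single point · Schedule – dye 1 h 37 °C plus 30 min RT · Signal – Fluo-8 calcium fluorescence, excitation 470-495 nm, emission 515-575 nm · Read-out – % activation versus carbachol response · Control set – carbachol high, DMSO low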
Numbers without * were called inactive; . = not tested or not shown.

SMILES	EBV gp42 block	CHOP inh	MDM2 E3 inh	TRPML3 ag	PPC-1+TRAIL kill	Runt-SMMHC FRET	TNF necrop inh	p47phox inh	zfTRPN1 agonist
O=C(CCCn1c(SCc2cc(=O)n3cc(Cl)ccc3n2)nc2ccccc2c1=O)NCC1CCCO1 (centres undefined)	-13	12	.	0.5	-4	-8	0.4	-3	0.7
COc1ccc(-c2csc(NC(=O)c3ccccc3C(=O)O)n2)cc1	-1	17	-6	0.2	-6	1	0.0	-9	-0.3
O=C1CN(C(=O)/C=C/c2ccc(Cl)cc2)c2ccccc2N1	-3	25	-1	0.2	7	-2	2.1	-9	-0.3
CCOC(=O)C1=NN(C(=O)COc2ccccc2)C(O)(c2ccc(Cl)cc2)C1 (centres undefined)	-12	22	-8	-0.1	-11	0	0.3	-11	-1.0
O=C(Cc1cn(Cc2cccc(Cl)c2)c2ccccc12)N1CCCCCC1	-18	76*	-5	0.1	8	0	1.5	-26	-1.9
Cc1cccc(/C(N)=N/OC(=O)CCc2ccccc2)c1	3	-59	-9	-0.4	15	3	-1.0	4	-1.3
COc1cccc(N2C(=O)Nc3ccccc3C2(O)C(=O)NCc2ccc3c(c2)OCO3)c1 (centres undefined)	-22	6	0	0.6	8	73	0.0	-9	0.2
C=CCn1c(SCc2c(C(=O)OC)sc(N)c2C(=O)OC)nnc1-c1ccc(Br)cc1	-2	-16	0	0.0	2	0	-0.8	-30	-0.8
CCC(C(=O)NC1CCCC1)N(C(=O)Cn1nnc(-c2ccc(C)o2)n1)c1cnc2ccccc2c1 (centres undefined)	-12	43	2	0.2	-12	5	1.4	1	0.6
N#Cc1nc(Cc2ccccc2)oc1NCc1ccccc1	-6	-8	-14	-0.5	6	2	-0.1	2	-1.3
COC(=O)c1ccccc1NC(=S)NC(=O)c1cccc2ccccc12	-1	4	8	0.0	-2	11	-10	-12	-0.5
O=C1CC2c3ccccc3C1C1C(=O)N(CCO)C(=O)C21 (centres undefined)	-9	5	-4	0.7	4	0	0.6	-3	1.6
CC12CCC(C(=O)N(CCCN3CCN(Cc4ccccc4)CC3)C1=O)C2(C)C (centres undefined)	-8	-1	-10	1.0	-5	2	-1.7	1	1.1
COC(=O)CS(=O)(=O)c1cc(Br)cc2c1N(C(C)=O)CC2	-10	38	-11	1.1	2	5	0.0	-205	2.0
Cn1cnnc1SCC(=O)Nc1ccc2nc(SCc3cccc4ccccc34)sc2c1	-22	-36	-17	0.6	-16	0	-3.7	-44	-1.0
CCOC(=O)N1CCC(NC(=O)c2cc(-c3ccc(F)cc3)[nH]c2C)CC1	-8	5	-7	0.6	2	-1	0.8	-5	0.6
O=C1NC(c2ccccc2)(C(F)(F)F)C(=O)N1Cc1cccnc1 (centres undefined)	-8	7	0	1.0	16	-6	-1.4	-11	2.1
Cc1ccc2cc(CN(CCCN(C)C)C(=S)NCc3ccccc3)c(=O)[nH]c2c1C	9	22	4	1.6	29	2	3.8	2	2.1
CC(=O)c1cc2c(cc1NC(=O)CN1CCCCC1C)OCO2 (centres undefined)	-18	47	-4	0.0	-7	3	-1.6	2	0.2
COc1ccc(OC)c(NC(=O)CSCC(=O)O)c1	-9	0	-1	0.8	8	0	1.4	-8	1.1
O=C(O)c1ccc(-c2nc(-c3cccc(C(F)(F)F)c3)cs2)cc1	3	14	-6	0.6	14	-9	-4.1	-6	2.0
COc1ccc(N(C(=O)C2CSC(=O)C2)C(C(=O)NC(C)(C)C)c2ccncc2)cc1 (centres undefined)	5	6	-7	0.9	14	4	-0.6	3	-0.6
CC(C)C(=O)Nc1ccc(C(=O)NNC(=S)NC(=O)c2ccco2)cc1	-11	-6	.	-0.7	12	-4	-1.7	-8	-2.1
C/C(NC(=O)c1cccc(F)c1)=C1/C(=O)C[C@@H]2[C@H]1C2(C)C	17	49	-18	0.9	-3	-4	1.3	-4	-0.1
O=C(NCCNC(=O)c1cc(OCC(F)(F)F)ccc1OCC(F)(F)F)Nc1ccc(OC(F)(F)F)cc1	1	90*	-1	0.5	4	-11	-4.6	-14	0.5

A section from the list above:
SMILES	EBV gp42 block	CHOP inh	MDM2 E3 inh	TRPML3 ag	PPC-1+TRAIL kill	Runt-SMMHC FRET	TNF necrop inh	p47phox inh	zfTRPN1 agonist
O=C(CCCn1c(SCc2cc(=O)n3cc(Cl)ccc3n2)nc2ccccc2c1=O)NCC1CCCO1 (centres undefined)	-13	12	.	0.5	-4	-8	0.4	-3	0.7
COc1ccc(-c2csc(NC(=O)c3ccccc3C(=O)O)n2)cc1	-1	17	-6	0.2	-6	1	0.0	-9	-0.3

Compound profiles (already shown). Values in the order: EBV gp42 block, CHOP inh, MDM2 E3 inh, TRPML3 ag, PPC-1+TRAIL kill, Runt-SMMHC FRET, TNF necrop inh, p47phox inh, zfTRPN1 agonist
Record of CCC(C(=O)NC1CCCC1)N(C(=O)Cn1nnc(-c2ccc(C)o2)n1)c1cnc2ccccc2c1 (centres undefined) : -12, 43, 2, 0.2, -12, 5, 1.4, 1, 0.6
Record of CC(=O)c1cc2c(cc1NC(=O)CN1CCCCC1C)OCO2 (centres undefined) : -18, 47, -4, 0.0, -7, 3, -1.6, 2, 0.2
Record of CC12CCC(C(=O)N(CCCN3CCN(Cc4ccccc4)CC3)C1=O)C2(C)C (centres undefined) : -8, -1, -10, 1.0, -5, 2, -1.7, 1, 1.1
Record of N#Cc1nc(Cc2ccccc2)oc1NCc1ccccc1 : -6, -8, -14, -0.5, 6, 2, -0.1, 2, -1.3
Record of Cc1cccc(/C(N)=N/OC(=O)CCc2ccccc2)c1 : 3, -59, -9, -0.4, 15, 3, -1.0, 4, -1.3

Additional records follow.
SMILES	EBV gp42 block	CHOP inh	MDM2 E3 inh	TRPML3 ag	PPC-1+TRAIL kill	Runt-SMMHC FRET	TNF necrop inh	p47phox inh	zfTRPN1 agonist
CCOC(=O)Cn1c(=O)oc2cc(S(=O)(=O)N3CCN(c4ccccn4)CC3)ccc21	-13	31	-3	0.6	-11	2	0.4	20	1.4
N=c1sccn1CC(=O)N1N=C(c2ccc(Cl)cc2)CC1c1ccco1 (centres undefined)	-3	10	-21	2.2	13	3	0.3	-10	0.7
Cc1ccc(Sc2ccc(NC(=O)CCl)cc2)cc1C	7	-63	-10	0.2	6	-2	-5.7	-14	-0.5
CCOC(=O)C(C#N)C(Cc1ccccc1)c1ccco1 (centres undefined)	-29	60	-20	0.7	14	0	-0.8	-14	-0.3
Cc1cc(C)n2cc(CSc3nnc(SCc4cn5c(C)cc(C)nc5n4)s3)nc2n1	-3	1	-9	0.2	29	0	-1.5	-17	-0.2
C1CC(CN2CCOCC2)CN(Cc2nc(CC3CC3)no2)C1 (centres undefined)	-13	-7	-12	0.7	9	-2	-0.6	-9	-0.4
CCCC(=O)Nc1ccc2c(c1)nc(CCNC(=O)c1ccco1)n2C	-5	-15	-9	0.8	9	1	1.0	0	0.2
NC(=S)Nc1ccc2c(c1)OCO2	5	2	-16	0.5	3	1	-1.3	-12	-0.6
CCNC(=O)c1ccccc1-c1nc(-c2ccccc2OC)no1	9	3	-14	-0.8	8	0	-1.2	0	0.4
Cc1ccc(S(=O)(=O)/N=C(\N)Nc2nc(C)c3ccc(C)cc3n2)cc1	-2	52	-1	-1.2	20	-6	-8.4	-21	-0.5
COc1cccc(-c2cn3nc(C)c(C)nc3n2)c1	-21	6	-34	0.4	18	-5	-6.5	-64	0.1
CC1(C)CC(=O)C(N=Nc2ccc(-c3ccccc3)cc2)=C(O)C1	-51	18	-12	1.5	21	-32	0.5	-10	2.8
COc1ccccc1N(CC(=O)NCC1CCCO1)C(=O)CCC(=O)Nc1nccs1 (centres undefined)	-6	14	.	-0.9	16	4	-0.9	-5	0.4
COc1ccc(CNC(=O)c2ccc(Br)o2)cc1	-7	40	.	0.2	10	0	1.8	3	-0.5
CCNC(=O)c1ccccc1SCc1ccccc1	-6	-21	-8	0.6	13	-7	-0.1	-4	-0.6
O=C(CC1CC2CCC1C2)NCc1cccs1 (centres undefined)	-5	43	-8	-0.5	-1	6	9.2	-8	-0.8
CCOC(=O)Cn1cc(Cl)c(=O)c(Cl)c1	-13	-2	-6	0.8	4	-53	6.8	-9	2.0
CN1CCN(C(=O)C2(NC(=O)Nc3ccccc3Cl)CCCCC2)CC1	0	16	-9	0.0	11	2	0.2	-21	0.5
Cc1nc(-n2nnc(CO)c2CO)nc2c1CCC2	0	26	-11	0.6	8	1	-0.2	1	1.0
O=C(NC1CCCC1)C(c1ccncc1)N(Cc1ccco1)C(=O)c1ccc(-c2ccccc2)[nH]1 (centres undefined)	7	8	-5	-0.2	12	2	1.4	-27	-2.6
O=C(NNC(=S)Nc1cccc(C(F)(F)F)c1)c1ccc(Cl)cc1Cl	-3	7	-7	3.2	-14	3	1.7	-20	1.7
COC(=O)c1[nH]c2ccccc2c1NC(=O)CN1CCN(c2cccc(Cl)c2)CC1	-15	49	-21	0.3	30	2	-5.8	1	1.1
Cc1c(C(=O)Nc2ccccc2)sc2nc[nH]c(=O)c12	8	0	0	1.0	-5	5	1.0	-15	1.2
Cc1ccc2nc(-c3ccc(N4C(=O)CC(N5CCC(C(N)=O)CC5)C4=O)cc3)sc2c1 (centres undefined)	-26	8	-8	0.9	26	-3	1.2	-2	1.6
Cc1c(C(=O)N2CCN(c3ccccn3)CC2)cccc1[N+](=O)[O-]	-2	8	-6	1.3	-1	0	0.7	-3	1.5
CCN(C(=O)COc1cc(=O)n(C)c2ccccc12)c1cccc(Cl)c1	-13	-2	2	-1.0	12	5	-5.1	-1	0.2
